HCV NS3 hel inh – blocks Hepatitis C virus NS3 helicase unwinding | NS3 helicase DNA unwinding, Cy5 molecular beacon fluorescence | hit rate 0.56% among 290,000 | inhibition, % at 10.9 µM;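 active = inhibition above the mean of all tested compounds plus 3 SD, set per campaign, cut at about 35% in these data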;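 also: 0% = DMSO wells and 100% = thioflavine S control wells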
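Material: hepatitis C virus NS3 helicase domain fragment enzyme; measured by: Cy5 fluorescence, 0 and 60 min reads; control set: DMSO and thioflavine S; incubation: 60 min unwinding reaction at 25 °C after ATP addition; read-out basis: % inhibition from 60/0 min fluorescence ratio, DMSO 0%, thioflavine S 100%; repeats: singlicate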
IDE inh – inhibits human insulin-degrading enzyme in HEK cells; FAbetaB cleavage, fluorescence polarization; inhibition, % at 5.59 µM; hit rate 0.41% among 320,000; P14735;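 active = percent inhibition above the average of all tested compounds plus 3 SD, set per screening campaign, cut at about 16% in these data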;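 also: IDE supplied by intact live HEK cells; FP after avidin binding of uncleaved biotin substrate so inhibition keeps polarization high; 0% = DMSO wells and 100% = 60 µM reference IDE inhibitor Ii1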
Target sequence (P14735 whole entry, looked up): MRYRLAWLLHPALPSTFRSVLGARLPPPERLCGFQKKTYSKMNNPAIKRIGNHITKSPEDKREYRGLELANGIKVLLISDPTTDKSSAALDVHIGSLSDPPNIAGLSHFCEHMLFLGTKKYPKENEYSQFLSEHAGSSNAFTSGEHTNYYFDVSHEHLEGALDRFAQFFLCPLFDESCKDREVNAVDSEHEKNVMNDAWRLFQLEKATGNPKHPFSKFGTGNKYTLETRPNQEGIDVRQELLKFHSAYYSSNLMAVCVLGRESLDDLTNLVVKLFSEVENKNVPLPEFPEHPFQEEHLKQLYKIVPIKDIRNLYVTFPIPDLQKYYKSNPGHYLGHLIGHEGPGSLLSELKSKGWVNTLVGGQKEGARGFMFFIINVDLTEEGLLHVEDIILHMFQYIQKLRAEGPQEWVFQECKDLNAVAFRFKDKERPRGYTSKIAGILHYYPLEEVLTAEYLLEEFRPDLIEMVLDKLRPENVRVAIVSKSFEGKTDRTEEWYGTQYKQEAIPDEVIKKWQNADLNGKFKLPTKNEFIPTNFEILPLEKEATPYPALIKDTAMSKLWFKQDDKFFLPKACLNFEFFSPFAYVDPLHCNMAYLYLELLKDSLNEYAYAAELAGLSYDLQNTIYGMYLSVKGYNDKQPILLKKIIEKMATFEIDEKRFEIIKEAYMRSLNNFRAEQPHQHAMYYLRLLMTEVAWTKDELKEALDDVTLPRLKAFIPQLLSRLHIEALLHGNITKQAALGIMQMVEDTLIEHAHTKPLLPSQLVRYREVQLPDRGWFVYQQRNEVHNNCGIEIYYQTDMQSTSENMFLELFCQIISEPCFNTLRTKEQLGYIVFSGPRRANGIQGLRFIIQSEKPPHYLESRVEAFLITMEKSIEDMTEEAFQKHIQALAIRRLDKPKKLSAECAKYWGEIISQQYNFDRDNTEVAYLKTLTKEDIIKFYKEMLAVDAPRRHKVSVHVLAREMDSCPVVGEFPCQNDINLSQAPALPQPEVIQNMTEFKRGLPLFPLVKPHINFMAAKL
VIM-2 inhibitor – blocks Pseudomonas aeruginosa VIM-2 metallo-beta-lactamase | hit rate 0.89% among 290,000 | purified VIM-2, nitrocefin hydrolysis, epi-absorbance fluorescence | inhibition, % at 5.6 µM | AID 1527;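 active = inhibition above the mean of all tested compounds plus 3 SD, cutoff set per screening run, cut at about 7.5% in these data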;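 also: red hydrolysis product quenches plate fluorescence so inhibitors raise well fluorescence; 0% = enzyme with DMSO and 100% = DMSO without enzyme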
UBC9 SUMO inh – inhibitors of human SUMOylation (UBC9). AID 2006. inhibition, % at 35 µM. HTRF SUMOylation assay, SAE1/SAE2 + UBC9, in vitro. P63279. hit rate 0.36% among 290,000; in the data active = inhibition above about 50%, passing the limit was not always enough; also: strong numbers were not always called active
DNA FID counter – fluorescent intercalator displacement, NS3 helicase counter-screen; DNA fluorescent intercalator displacement, fluorescence; inhibition, % at 7.9 µM; hit rate 0.17% among 290,000; AID 1845; in the data active = inhibition above about 37%;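 also: 0% = vehicle and 100% = reference compound; higher means more ethidium bromide displaced from hairpin DNA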
IDE act – IDE (human) activation, cell-based | P14735 | HEK cells, FAbeta-B cleavage, fluorescence polarization; 0% vehicle, 100% cell-free pure enzyme wells | activation, % at 5.96 µM | hit rate 0.073% among 340,000;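 active = activation above the mean of all tested compounds plus 3 SD, set per screening campaign, cut at about 17% in these data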
p-CIP stab down – compounds decreasing mouse p/CIP protein stability; AID 1984; decrease of EGFP signal, % at 10 µM; hit rate 0.01% among 290,000; F442A p/CIP-EGFP cells, EGFP fluorescence, 16 h; Q05BA5;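 active = EGFP signal decrease of at least 30% at 10 µM or well 3 SD below plate mean, unless failing retest; inactive = the rest, including hits failing retest or dose response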; also: some compounds called inactive have numbers as strong as hits; many of its hits are not listed in these tables
IMP-1 inhibitor – inhibitors of Pseudomonas aeruginosa IMP-1 metallo-beta-lactamase | purified IMP-1, nitrocefin hydrolysis, epi-absorbance fluorescence | inhibition, % at 5.6 µM | hit rate 0.45% among 290,000 | AID 1556;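 active = inhibition above the mean plus 3 SD of all compounds in the same screening run, cut at about 4.5% in these data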;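 also: 0% = IMP-1 with DMSO and 100% = DMSO wells lacking enzyme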
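System – purified recombinant IMP-1 beta-lactamase · Input – IMP-1 dispensed at 0.2 nM · Timing – 15 min preincubation plus 25 min reaction at 25 °C · Signal – Epi-absorbance fluorescence, 480 nm excitation, 530 nm emission · Measure – percent IMP-1 inhibition derived from blank-referenced optical density · Controls – Enzyme-plus-DMSO low control, enzyme-free DMSO high control · Replication – singlicate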
PfM18AAP inh – blocks P. falciparum M18 aspartyl aminopeptidase; recombinant PfM18AAP, H-Glu-NHMec fluorogenic cleavage; inhibition, % at 7.35 µM; hit rate 1.2% among 290,000; AID 1822;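 active = inhibition above the campaign mean inhibition over all tested compounds plus 3 SD, cut at about 28% in these data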;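 also: 0% = plate median of test compound wells and 100% = 2 mM ZnCl2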
* = called active by the depositor; / = no result given.

SMILES,IDE inh,UBC9 SUMO inh,DNA FID counter,PfM18AAP inh,HCV NS3 hel inh,IMP-1 inhibitor,VIM-2 inhibitor,IDE act,p-CIP stab down
Cc1cc(C)nc(N2CCC(C(=O)NCc3cccc(C(F)(F)F)c3)CC2)n1,1,10,-2,6,13,0.2,-3.6,-3,-6
COC(=O)[C@H](CCSC)NC(=O)NCCc1ccccc1F,-3,-9,-2,3,-1,-5.5,-4.1,7,-20
CCNC(=O)n1nccc1C(C)Oc1ccccc1 (stereo not given),2,12,-5,-4,-1,-1.0,-2.9,8,2
COc1ccc(NC(=O)CN2C(=O)COc3ccc(C)cc32)cc1,4,1,-7,-2,-6,-0.5,-2.1,0,-7
O=C(NCCc1c[nH]c2ccccc12)C(=O)Nc1ccccc1,1,-3,-1,-7,6,-0.4,3.1,8,-15
CCN(Cc1ccccc1)C(=O)C1CCN(CC2CC=CCC2)CC1 (stereo not given),-2,9,4,-10,6,-4.3,-2.7,0,5
C(=N\n1cnnc1)/c1nc2ccccc2[nH]1,3,31,-5,26,14,-2.3,-2.1,2,8
CCOc1ccc(OCC)c(NC(=O)C2CCCN(S(=O)(=O)c3c(C)n[nH]c3C)C2)c1 (stereo not given),-2,19,-23,1,3,-4.3,-5.2,2,-10
CCCOC1CCCN(Cc2nc(-c3cnccn3)no2)C1 (stereo not given),5,6,0,-10,-2,-0.3,-0.3,0,-6
CCSCCOC(=O)C1=C(C)NC(=O)NC1c1cccc(OC)c1OC (stereo not given),4,10,-20,-3,-3,-1.1,-3.4,-3,-10
COc1ccc(CCn2c(=N)c(C(=O)NC3CCCC3)cc3c(=O)n4cccc(C)c4nc32)cc1,-2,3,3,6,-18,-3.4,3.6,-2,0
COc1ccc(-c2nnc3ccc(SCC(=O)Nc4nc5ccc(C)cc5s4)nn23)cc1OC,0,-12,2,3,13,0.3,-0.4,-22,-2
CCCC(=O)N=c1sc2cccc(F)c2n1C,-2,21,-2,3,3,-2.6,-3.7,4,-7
COc1cc(OC)c(C(=O)CCC(=O)O)cc1OC,5,8,3,-2,3,0.5,0.8,1,7
COc1cc(-c2cc(C(F)(F)F)n3ncc(C(=O)O)c3n2)cc(OC)c1OC,0,14,-9,-17,4,0.3,4.0,4,4
Cn1c(SCC(=O)NNC(=O)c2ccccc2O)nnc1-c1ccccc1,-1,4,-9,21,-1,-1.4,-0.2,1,-18
COCCNC(=S)N(CCc1c(C)[nH]c2ccc(Cl)cc12)Cc1cccs1,-2,-57,-19,-2,-18,0.2,-1.8,11,-10
COC(=O)CN1C(=O)COc2ccc(S(=O)(=O)NCc3ccc(F)cc3)cc21,2,3,-12,-1,-2,-1.8,0.5,3,6
CN1CCC=C(C(=O)N2c3ccccc3Sc3ccc(Cl)cc32)C1,-5,-1,10,9,-25,-1.1,-2.6,2,-3
CCN(CC)S(=O)(=O)c1ccc(NC(=O)COC(=O)c2ccc(NC(=O)CC#N)cc2)cc1,4,11,-10,-5,41*,-1.9,-1.8,2,-7

3 entries from above, ordered by number of heavy atoms, lowest first.
SMILES,IDE inh,UBC9 SUMO inh,DNA FID counter,PfM18AAP inh,HCV NS3 hel inh,IMP-1 inhibitor,VIM-2 inhibitor,IDE act,p-CIP stab down
CN1CCC=C(C(=O)N2c3ccccc3Sc3ccc(Cl)cc32)C1,-5,-1,10,9,-25,-1.1,-2.6,2,-3
Cn1c(SCC(=O)NNC(=O)c2ccccc2O)nnc1-c1ccccc1,-1,4,-9,21,-1,-1.4,-0.2,1,-18
COc1cc(-c2cc(C(F)(F)F)n3ncc(C(=O)O)c3n2)cc(OC)c1OC,0,14,-9,-17,4,0.3,4.0,4,4

Single records (already shown). Values in the order: IDE inh | UBC9 SUMO inh | DNA FID counter | PfM18AAP inh | HCV NS3 hel inh | IMP-1 inhibitor | VIM-2 inhibitor | IDE act | p-CIP stab down
COC(=O)CN1C(=O)COc2ccc(S(=O)(=O)NCc3ccc(F)cc3)cc21 across the screens: 2 | 3 | -12 | -1 | -2 | -1.8 | 0.5 | 3 | 6
COc1ccc(CCn2c(=N)c(C(=O)NC3CCCC3)cc3c(=O)n4cccc(C)c4nc32)cc1 across the screens: -2 | 3 | 3 | 6 | -18 | -3.4 | 3.6 | -2 | 0

The list continues.
SMILES,IDE inh,UBC9 SUMO inh,DNA FID counter,PfM18AAP inh,HCV NS3 hel inh,IMP-1 inhibitor,VIM-2 inhibitor,IDE act,p-CIP stab down
O=C1CN(C(=O)CSc2nnc3ccccn23)c2ccccc2N1,0,-12,1,-2,-2,-0.9,-1.9,4,1
CCOC(=O)/C(C)=N/NC(=O)c1cccc([N+](=O)[O-])c1,3,23,-2,-9,2,-1.9,-0.9,-1,6
Cc1nnc(SCC(=O)NC2CC2)s1,1,6,-1,-1,2,-2.6,-1.4,6,-2
Cc1ccc2nc(-c3ccc(SCC(=O)Nc4cc(C)on4)nc3)[nH]c2c1,6,18,1,-3,-13,-2.8,-1.6,-6,2
CCOc1ccc2[nH]c(=O)c(CN(Cc3ccco3)C(=O)c3ccc(Br)cc3)cc2c1,/,7,-17,1,28,-1.6,-0.7,1,-7
COC(=O)c1ccc(C(=O)OC)c(NC(=O)CSc2cccc[n+]2[O-])c1,-3,-12,-3,12,1,-1.2,1.3,2,12
CCCCOc1ccc(C(=O)Nn2cnnc2)cc1,11,-4,-4,21,9,-1.6,-1.1,2,-4
Cc1nn(Cc2ccccc2)c(Cl)c1/C=C/C(=O)OCC(=O)NC(C)C(C)C (stereo not given),1,13,-24,-8,-3,-3.5,-0.1,2,-26
O=C(NN=C1CCCCC1)c1ccccc1OCc1ccc(F)cc1,-7,13,-14,0,0,-2.4,-6.2,-1,-6
CCN(CC)C(=O)C1CCCN(c2ccc([N+](=O)[O-])cc2/C=N/NC(=O)c2ccc([N+](=O)[O-])cc2)C1 (stereo not given),-1,14,0,-1,0,-2.6,-6.0,4,13
CCc1nc2ccc(C(=O)Nc3nnc(C)s3)cc2nc1CC,0,-24,-12,4,-3,-1.6,1.7,1,5
OCC1(Cc2cccc(Cl)c2)CCCN(Cc2ccc3cc(F)ccc3n2)C1 (stereo not given),-6,20,0,2,21,-1.6,-3.8,0,-34
CSc1nc(N(C)CCO)c2sc3nc(-c4ccco4)c4c(c3c2n1)CCC4,6,39,-22,-39,19,11*,1.4,-2,-4
Cc1cccc(NC(=O)CN2CCOCC2)c1C,2,8,2,-1,4,-4.7,-2.9,3,-17
O=C(CSc1nnc(NC(=O)c2cccc(F)c2)s1)NC1CC1,2,1,-4,1,-1,-1.2,-1.3,6,3
CC(C)C[C@H](N)c1nnc(S(=O)(=O)Cc2cccc(F)c2)o1,11,4,1,-18,-6,-2.5,-2.6,5,-5
CC(OC(=O)C1COc2ccccc2O1)C(=O)N(C)c1ccccc1 (stereo not given),0,-14,-14,-3,0,-1.7,-0.4,0,2
Cc1cc(OCC(=O)Nc2cc(C(C)(C)C)on2)ccc1[N+](=O)[O-],-1,-16,-4,4,0,-2.9,-3.4,-3,5
CCC(C)NC(=O)C1CCN(C(=O)N(C)C)CC1 (stereo not given),0,22,-1,-10,0,-4.0,-1.9,4,7
CC(C)=C1C(=O)NN(c2cccc(Cl)c2)C1=O,5,9,-15,-8,30,0.1,-1.0,6,6
c1ccc(-c2nn3c(C4COc5ccccc5O4)nnc3s2)cc1 (stereo not given),/,/,-9,0,7,-4.3,0.1,/,/
COc1ccc(C(=O)CSc2nnc(Cc3ccccc3)o2)cc1,-4,-9,-8,-1,2,-4.9,-2.9,-2,-3
CCCCOCCCNC(=O)N[C@H](C(=O)O)C(C)CC (stereo not given in full),-3,-10,-4,-1,3,-2.3,-3.5,-2,6
CCOc1ccc(-c2nc(N)nc(C)c2-c2ccc(OC)c(OC)c2)c(O)c1,0,13,-12,5,-1,-2.8,-1.9,0,2
O=C(NC1CCCCC1)C1CC(=O)N(CCc2ccccc2)C1 (stereo not given),2,-14,-7,2,8,-3.3,-2.9,-1,1
COc1ccc(OC)c2[nH]c(C(=O)O)cc12,4,18,2,9,4,1.3,4.7,-2,5
CC(C)CCn1c(SCC(=O)Nc2ccccc2C(F)(F)F)nc2nccnc2c1=O,-2,/,-13,-8,2,0.3,0.4,3,-12
CCCCS/C(N)=N/N=C/c1cc(C)ccc1O,-2,13,-3,29*,-13,-2.1,-7.1,4,-11
O=C(O)c1ccccc1C(=O)c1cccs1,2,16,0,-3,10,-5.1,2.6,6,-4
O=C(Cc1ccccc1)Nc1cc(Cl)ccc1Sc1ccccc1,-1,-2,-3,-7,0,-4.9,-2.9,0,11

IMP-1 inhibitor: hit marks shown above.
SMILES | IDE inh | UBC9 SUMO inh | PfM18AAP inh | HCV NS3 hel inh | IMP-1 inhibitor | VIM-2 inhibitor | IDE act | p-CIP stab down
CSc1nc(N(C)CCO)c2sc3nc(-c4ccco4)c4c(c3c2n1)CCC4 | 6 | 39 | -39 | 19 | 11* | 1.4 | -2 | -4

Additional structures:
SMILES,IDE inh,UBC9 SUMO inh,DNA FID counter,PfM18AAP inh,HCV NS3 hel inh,IMP-1 inhibitor,VIM-2 inhibitor,IDE act,p-CIP stab down
Cc1cc(NC(=O)CSc2nnc(Nc3ccccc3F)s2)no1,1,-4,0,-12,-1,-0.9,-1.9,-4,10
Cc1cc(=O)oc2cc(NC(=O)c3ccccc3C(=O)O)ccc12,3,27,-1,-15,15,0.9,0.4,2,-4
Cc1[nH]c(=S)sc1Cc1ccc(F)cc1,3,1,-6,16,8,-3.6,-4.5,-22,-4
CCc1cccc(NC(=O)CCNS(=O)(=O)c2ccc3[nH]c(=O)oc3c2)c1,0,-7,-1,2,1,0.0,-4.0,7,-6

Random draw from the library; any-hit rate near 3.6%.
